Compound activity (PubChem BioAssay)
M5 ag: agonists of human muscarinic M5 receptor (CHRM5); P08912; CHO-K1 hM5 cells, Fluo-8 calcium fluorescence; 0% DMSO wells, 100% maximal acetylcholine response; activation, % at 3 µM; 360,000 compounds, 0.19% hits; AID 624037;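 active = activation above the run's mean over test compounds plus 3 SD, cut at about 23% in these data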;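 note: signal is peak over basal fluorescence ratio across the kinetic read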
Target sequence (P08912 whole entry, looked up): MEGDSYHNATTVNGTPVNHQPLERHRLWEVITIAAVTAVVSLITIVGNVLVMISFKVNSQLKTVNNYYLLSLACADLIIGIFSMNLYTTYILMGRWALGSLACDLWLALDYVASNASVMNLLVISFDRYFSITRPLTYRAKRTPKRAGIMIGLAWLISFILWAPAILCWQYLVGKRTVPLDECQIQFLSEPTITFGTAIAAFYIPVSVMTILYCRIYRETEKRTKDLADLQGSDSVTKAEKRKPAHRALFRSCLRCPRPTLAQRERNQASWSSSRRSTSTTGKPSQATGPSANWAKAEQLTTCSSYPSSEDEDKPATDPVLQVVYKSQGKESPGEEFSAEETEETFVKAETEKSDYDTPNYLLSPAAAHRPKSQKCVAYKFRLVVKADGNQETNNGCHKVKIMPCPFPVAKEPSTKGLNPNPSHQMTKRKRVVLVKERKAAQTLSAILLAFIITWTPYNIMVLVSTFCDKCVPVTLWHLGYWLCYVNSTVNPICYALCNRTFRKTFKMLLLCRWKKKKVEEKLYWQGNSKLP
CHRM4 antagonist: CHRM4 antagonism in calcium assay | 360,000 compounds, 0.73% hits | CHO-hM4 cells, ACh EC80, Fluo-8 calcium fluorescence | inhibition, % at 3 µM;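 active = inhibition above its plate's cutoff, the mean inhibition of sample wells plus 3 SD, cut at about 27% in these data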;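 note: 0% = acetylcholine EC80 with DMSO and 100% = DMSO without agonist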
Target sequence (P08173 whole entry, looked up): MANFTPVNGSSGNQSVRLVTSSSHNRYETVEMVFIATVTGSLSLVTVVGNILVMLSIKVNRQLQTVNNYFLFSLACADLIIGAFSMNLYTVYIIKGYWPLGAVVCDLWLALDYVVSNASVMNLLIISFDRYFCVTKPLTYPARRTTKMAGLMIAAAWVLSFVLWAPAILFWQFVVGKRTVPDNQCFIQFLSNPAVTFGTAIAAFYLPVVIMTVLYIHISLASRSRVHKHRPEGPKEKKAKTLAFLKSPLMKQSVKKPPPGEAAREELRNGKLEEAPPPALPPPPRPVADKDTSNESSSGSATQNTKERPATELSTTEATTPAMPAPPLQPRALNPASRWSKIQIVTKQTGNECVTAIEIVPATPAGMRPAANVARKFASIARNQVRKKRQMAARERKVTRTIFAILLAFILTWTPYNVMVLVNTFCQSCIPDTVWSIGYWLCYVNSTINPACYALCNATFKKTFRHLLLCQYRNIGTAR
M5 antag: antagonists of human muscarinic M5 receptor (CHRM5). P08912. CHO-hM5 cells, Fluo-8 calcium fluorescence, ACh EC80. inhibition, % at 3 µM. 360,000 compounds, 0.59% hits. AID 624040;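 active = inhibition above a per-plate cutoff, the mean of that plate's test compounds plus 3 SD, cut at about 27% in these data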;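 note: 0% = acetylcholine EC80 with DMSO and 100% = DMSO without agonist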
CHO-K1 Ca antag: M1 antagonist counterscreen hit in parental CHO-K1 cells; ATP-induced calcium, Fluo-8 fluorescence; inhibition, % at 3 µM; 360,000 compounds, 0.6% hits; AID 602250;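 active = inhibition above a per-plate cutoff, the plate's mean sample inhibition plus 3 SD, cut at about 24% in these data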;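 note: 0% = DMSO plus EC80 ATP and 100% = DMSO alone without ATP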
M4 PAM: CHRM4 positive allosteric modulation; CHO-K1 hM4/Gqi5, Fluo-8 calcium fluorescence, ACh EC20; 0% = ACh EC20, 100% = maximal ACh; P08173; 360,000 compounds, 0.4% hits; AID 624126; activation, % at 3 µM;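 active = activation above its plate's cutoff, the mean activation of sample wells plus 3 SD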; note: some results filed as inactive read as strong as hits
CHRM5 PAM: positive allosteric modulators of human muscarinic M5 receptor; AID 624038; activation, % at 3 µM; 360,000 compounds, 0.3% hits; CHO-K1 hM5, Fluo-8 calcium, ACh EC20 PAM; 0% = ACh EC20, 100% = ACh EC100;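 active = activation above the run cutoff, the mean activation of all test compounds plus 3 SD, cut at about 18% in these data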
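Probe or stimulus: acetylcholine, EC20 level; Assay system: human M5 receptor in CHO-K1 cells; Schedule: compound preincubation 140 s before EC20 acetylcholine addition; Technique: intracellular calcium via Fluo-8 fluorescence; Dosing: single-point, 3 µM nominal; Read-out basis: percent activation from peak-over-basal fluorescence ratio, scaled EC20-to-EC100 acetylcholine; Repeats: one well per compound, no replicates.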
CHRM4 agonist: agonists of human muscarinic M4 receptor (CHRM4). activation, % at 3 µM. 360,000 compounds, 0.14% hits. CHO-K1 hM4/Gqi5, Fluo-8 calcium fluorescence; vehicle 0%, full acetylcholine response 100%;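 active = activation above the run mean over all test wells plus 3 SD, cut at about 32% in these data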;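 note: peak over basal fluorescence ratio per well then scaled between controls; 0% = DMSO wells and 100% = acetylcholine at EC100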
CHO-K1 Ca ag: counter-screen for M1 agonists: effect in parental CHO-K1 cells. 360,000 compounds, 0.48% hits. Fluo-8 calcium fluorescence; scaled to maximal ATP response, vehicle zero. activation, % at 3 µM; in the data active = activation above about 15%;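 note: untransfected CHO-K1 host cells lacking M1 receptor as counterscreen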
M1 PAM parental: nonselective activator or artifact in parental CHO-K1 calcium assay; ATP EC20, Fluo-8 calcium fluorescence; 0% at ATP EC20, 100% at ATP max; activation, % at 3 µM; 360,000 compounds, 0.02% hits; AID 602247;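 active = activation above the run cutoff, the mean activation of all test compounds plus 3 SD, cut at about 40% in these data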;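 note: peak over basal fluorescence ratio in a 140 s read after ATP addition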
Active calls of the source: *.

SMILES	M5 ag	CHRM4 antagonist	M5 antag	CHO-K1 Ca antag	M4 PAM	CHRM5 PAM	CHRM4 agonist	CHO-K1 Ca ag	M1 PAM parental
Cc1ccc(C(=O)Cn2nnc3ccccc32)cc1[N+](=O)[O-]	-4	3	2	-18	0	4	2	0.5	7
CCC(=O)Nc1nc2cc(OC)ccc2s1	-5	1	-7	-7	19	-1	1	0.0	10
O=C(NCCc1ccccc1)c1cc(-c2ccncc2)nc2ccc(S(=O)(=O)N3CCOCC3)cc12	-2	-22	-5	-11	7	6	1	1.3	17
COc1cc(C2C(C(=O)c3ccc(C)o3)=C(O)C(=O)N2CCCn2ccnc2)cc(OC)c1OC (stereo unspecified)	-1	-1	11	5	3	-6	1	-0.3	-10
OC(c1ccc(Cl)c(Cl)c1)c1ncc(-c2ccccc2F)[nH]1 (stereo unspecified)	2	-9	-7	-6	9	3	6	0.9	4
CCOC(=O)c1ccccc1NC(=O)c1ccc(NS(C)(=O)=O)cc1	3	13	-3	-12	-3	-2	7	2.7	8
COc1ccc(NC(=S)N/N=C/c2cccn2Cc2ccc(F)cc2)cc1	-5	-4	5	-13	1	-10	2	0.6	-6
COC(=O)c1sccc1N/C=C(\C#N)S(=O)(=O)C(C)(C)C	3	7	-6	-3	-5	12	1	0.2	10
CN=C(NC)SC1CC(=O)N(c2ccccc2)C1=O (stereo unspecified)	-1	16	14	3	-1	-15	2	0.7	7
O=C(CSc1nnc(CNC(=O)c2cccs2)o1)Nc1cccc(Cl)c1	2	-11	-20	-13	-3	0	7	8.4	6
CCOc1cccc(CNc2ccc(O)cc2)c1OCc1ccccc1Cl	-5	4	6	-2	5	4	-2	-0.4	16
C=CCn1cnc2c(c1=O)c1nc3ccccc3nc1n2/N=C/c1cc(OC)c(OC)c(OC)c1	3	11	-2	11	0	-2	4	1.6	-1
CC(C)(C)OC(=O)NCc1ccc(NC(=O)c2nc[nH]c2C(=O)NCCCNC(=O)c2[nH]cnc2C(=O)Nc2ccc(CNC(=O)OC(C)(C)C)cc2)cc1	3	19	8	-4	2	-11	6	0.5	8
CN1C(=O)c2ccc(NC(=O)c3ccc(Cl)cc3Cl)cc2C1=O	1	5	-20	-2	-1	12	3	1.7	-11
CCc1nc2ccc(C(=O)N(C)Cc3ccco3)cn2c1N(CC)C(=O)NCCc1ccccc1	-2	-4	13	-2	2	4	1	-0.5	-11
CCOc1c2ccc(C(=O)NCCCCc3ccccc3)cc2nn1CC	-5	6	11	-6	-1	-6	3	-0.4	-1
NC(=O)/C(N=Nc1ccccc1)=N/Nc1ccccc1	0	-11	1	-19	2	-3	-1	-0.2	14
CN(CC(=O)Nc1ccc(Cl)c(C(F)(F)F)c1)C(=O)C1CSC2(C)CCC(=O)N12 (stereo unspecified)	5	-4	1	-8	9	-3	8	1.8	-11
COc1ccc(NC2=NC3(CCCCC3)N=C(N)N2)cc1	-8	3	-1	-9	5	-3	0	0.0	6
COc1ccc(CN2CCCC(N3CCc4ccccc4C3)C2)c(O)c1 (stereo unspecified)	-7	2	1	-8	-1	10	0	0.9	17
COn1c(-c2ccccc2)c(C=O)c2ccccc21	-2	-11	-12	6	-3	7	-2	-0.4	1
O=C(NCc1ccccc1Cl)c1cnccn1	-3	-1	19	-12	6	-1	0	0.2	15
Cc1ccc(C)c(NC(=O)C(=O)NCc2ccccn2)c1	-3	-4	-10	1	-2	8	0	-0.3	3
Brc1ccc(-c2cnco2)cc1	4	10	21	-10	-14	-13	16	6.2	2
Cc1ccc(NC(=O)Cn2nc(C)c3ccccc3c2=O)cc1F	-2	9	3	-9	-2	-2	-1	-0.2	10

A different layout for part of the listing above.
Results follow in this order: M5 ag | CHRM4 antagonist | M5 antag | CHO-K1 Ca antag | M4 PAM | CHRM5 PAM | CHRM4 agonist | CHO-K1 Ca ag | M1 PAM parental
- CC(C)(C)OC(=O)NCc1ccc(NC(=O)c2nc[nH]c2C(=O)NCCCNC(=O)c2[nH]cnc2C(=O)Nc2ccc(CNC(=O)OC(C)(C)C)cc2)cc1
→ 3 | 19 | 8 | -4 | 2 | -11 | 6 | 0.5 | 8
- CN1C(=O)c2ccc(NC(=O)c3ccc(Cl)cc3Cl)cc2C1=O
→ 1 | 5 | -20 | -2 | -1 | 12 | 3 | 1.7 | -11
- CCc1nc2ccc(C(=O)N(C)Cc3ccco3)cn2c1N(CC)C(=O)NCCc1ccccc1
→ -2 | -4 | 13 | -2 | 2 | 4 | 1 | -0.5 | -11

More structures
SMILES	M5 ag	CHRM4 antagonist	M5 antag	CHO-K1 Ca antag	M4 PAM	CHRM5 PAM	CHRM4 agonist	CHO-K1 Ca ag	M1 PAM parental
CC(Oc1ccc2c(-c3ccccc3)cc(=O)oc2c1)C(=O)NC(Cc1c[nH]c2ccc(O)cc12)C(=O)O (stereo unspecified)	0	6	3	27*	-4	1	1	2.8	-15
COc1ccc(-n2cccc2/C=C2\C(=N)N3N=C(c4ccco4)SC3=NC2=O)cc1	-2	-3	10	-2	3	-4	1	0.5	0
CC1CCN(CCCNC(=O)c2ccc(CS(=O)(=O)Cc3ccccc3F)o2)CC1	-2	12	-5	-11	-5	7	0	0.0	6
O=C(CN1C(=O)C(=O)N(C2CCCC2)C1=O)Nc1ccccc1OC(F)F	4	-5	7	-7	10	1	2	-0.5	11
Cc1cnc(N)c2c(=O)oc3ccccc3c12	3	-4	1	-1	-6	-4	4	2.1	19
COc1nc(-c2ccc3c(c2)OCO3)n(-c2ccc(NC(=O)CSc3ccccc3)cc2)n1	2	-8	12	-17	-5	-5	6	1.9	0
CCOC(=O)C1CCN(S(=O)(=O)c2cc(Cl)c(C)cc2OC)CC1	-2	12	9	5	-5	0	2	0.7	-2
COc1cc(CCC(=O)OCC(=O)Nc2ccc(F)c(F)c2)cc(OC)c1OC	-1	-3	3	-8	-3	-5	5	2.6	-9
CCOc1ccccc1CN1CCNC(=O)C1CC(=O)NCc1cc(C)n(C)n1 (stereo unspecified)	-4	7	6	-7	-2	0	0	0.2	20
CN1OC(COC(=O)c2ccc(Cl)cc2Cl)CC1c1ccccc1 (stereo unspecified)	-1	5	-7	0	-7	2	-2	0.4	8
CCOC(=O)c1cocc1C(=O)O	0	-6	17	7	7	3	2	-0.6	-25
Cc1ccc(C(=O)N2CC=C(c3ccccc3)CC2)o1	0	-8	-3	-7	0	1	-1	0.6	11
COc1ccc([C@H]2CC(=O)C=C(c3ccc(Cl)c(C(F)(F)F)c3)C2)cc1OC	-2	-13	7	-8	13	0	0	0.1	17
CC(C)(C)N=Cc1c(O)ccc2oc3c(c12)CCCC3	0	-4	-4	-12	-2	0	1	0.6	-12
Fc1ccc(CN2CCN(C(=S)NCCc3ccccc3)CC2)c(Cl)c1	-4	-3	-9	-9	-3	-5	2	2.1	13
CC(C)C(=O)Nc1cccc(NC(=O)c2cccnc2)c1	2	-1	0	-12	2	-5	1	0.4	8
CCOC(=O)c1cc(-c2ccc(OC(F)F)cc2)nc2c1c(=O)[nH]c(=O)n2C	-3	-5	-4	-3	21	10	0	-0.1	13
O=C(Nc1c2c(nn1-c1ccccc1)CSC2)c1ccc(N2C(=O)CCC2=O)cc1	-4	-5	-5	-1	0	-6	3	0.4	9
Cc1cccc(Cc2nnc(NC(=O)c3cccc(S(=O)(=O)N4CCOCC4)c3)s2)c1	-2	12	1	-6	-4	-3	0	0.5	18
CC1(C)CC(NC(=O)C23CCC(C)(C(=O)C2=O)C3(C)C)CC(C)(C)N1 (stereo unspecified)	-1	0	9	14	-1	4	0	0.2	5
O=C(Nc1cccc2ccccc12)c1ccc2sc([C@@H]3O[C@H](CO)[C@@H](O)[C@H]3O)nc2c1	1	0	10	-5	-5	-4	2	1.9	4
COC(=O)NCc1ccc(Cl)c(Cl)c1	1	-3	1	12	10	4	1	-0.2	-8
CC1C(=O)N(Cc2cn(CCC3OCCCO3)nn2)CCS(=O)(=O)N1Cc1ccc(-c2ccc(F)nc2)cc1 (stereo unspecified)	0	-8	6	-10	7	-3	1	0.1	14
COC(CNC(=O)C1CCN(S(=O)(=O)c2cccc3nsnc23)CC1)OC	-5	-18	6	-22	8	-5	1	2.1	28
CN(CC1CCCN(CCc2ccc(Cl)cc2)C1)C(=O)CC(F)(F)F (stereo unspecified)	-16	-2	-2	-13	-4	0	1	1.1	19
Next entries
SMILES	M5 ag	CHRM4 antagonist	M5 antag	CHO-K1 Ca antag	M4 PAM	CHRM5 PAM	CHRM4 agonist	CHO-K1 Ca ag	M1 PAM parental
CC(/C=C/C1(O)C(C)CC(O)CC1(C)C)OC1OC(CO)C(O)C(O)C1O (stereo unspecified)	4	-10	4	1	13	-2	0	0.5	6
COc1ccc(N2CCN(S(=O)(=O)CCNC(=O)COc3cccc(OC)c3)CC2)cc1	3	-22	-3	-17	6	-2	13	7.9	12
O=C(Nc1nccs1)c1ccc(COc2ccccc2)o1	1	3	12	-7	3	-6	1	0.9	11
CCC[C@@H](OS(N)(=O)=O)[C@@H](Cc1ccccc1)C(=O)OCC	-1	-5	-8	-16	12	-1	0	-0.5	15
CC1(C(=O)NS(C)(=O)=O)CCN1C(=O)Cc1ccc(Cl)cc1Cl (stereo unspecified)	0	-4	-2	-7	0	-4	0	2.5	6
O=C(NCC1CCN(Cc2ccccc2)CC1)[C@H]1O[C@@H](n2ccc(=O)[nH]c2=O)[C@H](O)[C@@H]1O	0	-2	-3	-16	0	-1	1	0.3	-8
CC(/C=C/c1ccc2c(c1)OCO2)=N\NC(=O)c1ccccc1	-1	0	-7	-6	-7	-4	1	1.7	19
Cc1ccc(-c2noc(CSc3nnc(CCc4ccccc4)n3-c3ccccc3)n2)cc1	0	4	3	-14	2	-5	7	1.4	13
COc1ccccc1Nc1nnc(SCC(=O)N2CC(=O)Nc3ccccc32)s1	-2	1	9	-1	8	-2	7	1.8	2
CC(C)(C)S(=O)(=O)c1ccsc1C(=O)O	0	1	-1	-13	8	1	0	0.1	16
COc1cc(CC(=O)NCCc2ccc(S(N)(=O)=O)cc2)cc(OC)c1OC	-2	-7	0	-12	4	-5	1	0.4	20
COc1ccc(OC)c(NC(=O)c2ccc(CSc3ncccn3)cc2)c1	-1	-2	6	11	1	-8	1	-0.7	-4
Cc1nn(-c2ccccc2)c(Cl)c1/C=N/NC(=O)c1ccn[nH]1	-1	3	12	5	3	2	4	1.6	9
CC1CC(NC(=O)CCn2c(=O)oc3ccccc32)CC(C)(C)C1 (stereo unspecified)	1	1	-1	0	0	-3	0	0.2	-2
Cc1nn(C)c(C)c1S(=O)(=O)NC1CCCc2ccccc21 (stereo unspecified)	-9	-3	-5	-7	6	4	0	2.5	23
CCC(c1nnc(SCC(=O)Nc2cccnc2Cl)n1-c1ccccc1)N(C)C (stereo unspecified)	-2	5	-2	15	0	3	1	-0.3	-3
CCOC(=O)Cc1csc(NC(=O)CSc2nnc(-c3ccncc3)o2)n1	0	4	-1	5	-4	5	1	8.3	2
COC(=O)c1cccc(-n2c(C)cc(C=O)c2C)c1C	-1	6	-6	-2	-1	6	0	0.4	19
O=C1CC2(CCCCC2)Oc2ccc(OCC(=O)N3CCOCC3)cc21	2	4	0	-10	0	0	2	1.4	16
Cc1ccc(Sc2nc3ccc(C)cn3c(=O)c2/C=N/O)cc1	-2	2	4	-4	1	-2	-1	5.2	18
CC(C)Cc1csc(NC(=O)c2ccc(Br)cc2)c1C(=O)O	-2	4	9	0	10	-2	0	1.0	6
Cn1c(-c2ccc3c(c2)OCO3)cnc1NC(=O)CCC(=O)NCCc1ccccc1	-4	-2	5	1	2	2	0	2.0	15
